Source: PubChem
pPAFAH inh – pPAFAH (human) enzyme inhibition. inhibition, % at 3.39 µM. recombinant pPAFAH, FP-rhodamine probe fluorescence polarization. actives 1.5% (n = 330,000). Q13093;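 active means inhibition above the mean inhibition across the screen plus 3 SD, cut at about 25% in these data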;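 further: inhibitors block binding of the rhodamine activity-based probe so polarization drops; 0% = enzyme with DMSO and 100% = wells lacking pPAFAH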
PREPL inh – inhibitors of human prolyl oligopeptidase-like enzyme PREPL; actives 0.68% (n = 320,000); inhibition, % at 5.96 µM; recombinant PREPL, fluorescence polarization activity-based probe; Q4J6C6; in the data active means inhibition above about 43%;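 further: 0% = enzyme with DMSO and 100% = wells lacking enzyme; many of its hits are not listed in these tables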
Target sequence (Q4J6C6 whole entry, looked up): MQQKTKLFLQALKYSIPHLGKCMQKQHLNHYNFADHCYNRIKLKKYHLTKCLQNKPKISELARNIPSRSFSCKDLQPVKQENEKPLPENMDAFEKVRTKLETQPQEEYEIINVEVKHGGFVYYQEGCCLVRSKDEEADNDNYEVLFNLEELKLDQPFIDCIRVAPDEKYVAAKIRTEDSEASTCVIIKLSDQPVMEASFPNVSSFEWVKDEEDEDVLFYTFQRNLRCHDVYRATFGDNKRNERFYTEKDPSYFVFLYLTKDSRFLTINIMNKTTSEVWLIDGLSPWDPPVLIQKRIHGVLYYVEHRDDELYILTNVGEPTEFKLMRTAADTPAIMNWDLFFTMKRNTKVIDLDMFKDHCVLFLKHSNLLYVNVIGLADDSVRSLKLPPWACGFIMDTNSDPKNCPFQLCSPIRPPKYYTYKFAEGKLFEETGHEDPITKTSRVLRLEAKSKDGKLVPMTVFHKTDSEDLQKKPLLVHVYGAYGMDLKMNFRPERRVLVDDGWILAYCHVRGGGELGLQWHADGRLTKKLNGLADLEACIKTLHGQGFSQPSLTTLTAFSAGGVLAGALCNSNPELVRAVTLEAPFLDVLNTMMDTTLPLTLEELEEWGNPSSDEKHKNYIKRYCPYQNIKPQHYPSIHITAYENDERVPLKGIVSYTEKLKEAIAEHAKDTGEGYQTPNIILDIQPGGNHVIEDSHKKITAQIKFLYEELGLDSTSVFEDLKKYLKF
LYPLA2 inh – LYPLA2 (human) inhibition in PME1 counter-screen; O95372; recombinant LYPLA2, FP-Rh probe fluorescence polarization; inhibition, % at 5.9 µM; actives 0.38% (n = 320,000);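 active means inhibition above the screen-wide mean plus 3 SD, limit set per campaign, cut at about 26% in these data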;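 further: 0% = LYPLA2 with DMSO and 100% = wells lacking LYPLA2 enzyme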
PAFAH2 FP inh – PAFAH2 (human) inhibition; actives 0.99% (n = 340,000); inhibition, % at 3.39 µM; AID 492956; recombinant PAFAH2, FP-rhodamine activity probe, fluorescence polarization;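 active means inhibition above the mean over all tested compounds plus 3 SD, cut at about 30% in these data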;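 further: inhibitors block probe labeling of enzyme so polarization drops; 0% = enzyme with DMSO and 100% = wells lacking PAFAH2 protein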
PAFAH1B2 FP inh – PAFAH1B2 (human) inhibition; P68402; recombinant PAFAH1B2, FP-rhodamine activity probe, fluorescence polarization; inhibition, % at 3.39 µM; actives 1.2% (n = 340,000);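 active means inhibition above the mean of all tested compounds plus 3 SD, cut at about 24% in these data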;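 further: 0% = enzyme with DMSO and 100% = wells lacking PAFAH1B2; many of its hits are not listed in these tables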
PAFAH1B3 inh – inhibitors of human PAFAH1B3 | inhibition, % at 3.39 µM | recombinant PAFAH1B3, FP-rhodamine probe, fluorescence polarization | Q15102 | actives 0.28% (n = 340,000);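 active means inhibition above the screen-wide average of all tested compounds plus 3 SD, cut at about 25% in these data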;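 further: 0% = enzyme with DMSO only and 100% = wells lacking PAFAH1B3 protein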
Target sequence (Q15102 whole entry, looked up): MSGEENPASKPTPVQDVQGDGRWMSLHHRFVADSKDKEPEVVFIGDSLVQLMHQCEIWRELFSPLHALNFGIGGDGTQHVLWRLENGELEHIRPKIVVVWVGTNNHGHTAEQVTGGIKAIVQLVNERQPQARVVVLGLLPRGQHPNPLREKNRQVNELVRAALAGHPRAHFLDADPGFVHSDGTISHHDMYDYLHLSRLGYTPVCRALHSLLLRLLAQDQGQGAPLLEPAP
PAD4 FP inh – PAD4 (human) enzyme inhibition | recombinant PAD4, RCA probe fluorescence polarization | inhibition, % at 6.36 µM | actives 0.41% (n = 330,000);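 active means percent inhibition above a cutoff equal to the mean of all tested compounds plus 3 SD, cut at about 15% in these data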;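 further: 0% = PAD4 with RCA probe and DMSO and 100% = probe without PAD4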
GSTO1 counter – GSTO1 inhibition, counter-screen for RBBP9 inhibitors; AID 1974; inhibition, % at 5.96 µM; actives 1.1% (n = 300,000); recombinant GSTO1, activity-based probe fluorescence polarization; P78417;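 active means inhibition above the campaign mean inhibition plus 3 SD, cut at about 35% in these data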;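 further: 0% = GSTO1-1 with DMSO and 100% = wells lacking GSTO1-1 enzyme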
LYPLA1 inh – blocks human lysophospholipase 1, a PME1 counter-screen | O75608 | recombinant LYPLA1, FP-Rh probe fluorescence polarization | inhibition, % at 5.9 µM | actives 0.16% (n = 320,000) | AID 2174;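 active means inhibition above the mean of all tested compounds plus 3 SD, set per campaign, cut at about 14% in these data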;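 further: inhibitors block serine hydrolase probe labeling of LYPLA1 so polarization falls; 0% = enzyme with DMSO and 100% = wells lacking LYPLA1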
* marks the source's active call; other numbers are inactive results; / = no result given. Only part of the results is shown (hit frequency here may not be typical).

SMILES	pPAFAH inh	PREPL inh	LYPLA2 inh	PAFAH2 FP inh	PAFAH1B2 FP inh	PAFAH1B3 inh	PAD4 FP inh	GSTO1 counter	LYPLA1 inh
COc1ccccc1NC(=O)CNC(=O)c1ccc(Br)o1	2	10	3	5	2	0	-1	6	-3
Cc1ccc(NC(=O)CSc2nc3ccccc3c(=O)n2Cc2cccs2)cc1	-4	2	-5	-8	1	8	-2	5	-1
C=CCSc1nccc(-c2nn(-c3ccc(C)cc3)ccc2=O)n1	5	5	1	14	3	2	-1	2	0
O=C(CSc1nc2ccsc2c(=O)n1NC(=O)c1ccccc1)Nc1nccs1	-1	19	-2	4	1	4	0	10	-1
CC1=C(C(=O)OCC2CCCO2)C(c2ccsc2)C2=C(CCCC2=O)N1 (centres undefined)	-1	1	8	-11	3	1	3	7	7
CSc1nc(N)nc(SCC(=O)c2ccccc2)c1C#N	1	3	0	2	4	3	-5	10	0
COCCn1c(SCC(=O)Nc2cc(C)on2)nnc1-c1ccccc1	3	0	11	-8	0	-4	-2	-3	4
O=C(O)/C=C/c1cn(Cc2ccccc2)nc1-c1ccccc1	-7	2	0	6	7	3	0	-6	-2
O=C1C2C3C=CC(CC3)C2C(=O)N1c1ccc(Br)cc1[N+](=O)[O-] (centres undefined)	12	-4	4	4	6	-1	2	-2	-1
CSCCC(NS(=O)(=O)c1ccc(Cl)cc1)C(=O)OCC(=O)NC12CC3CC(CC(C3)C1)C2 (centres undefined)	6	7	-11	10	13	10	2	4	-5
CCC1CCCCN1C(=O)COC(=O)CSc1ccc(C(N)=O)cc1[N+](=O)[O-] (centres undefined)	-1	-1	2	2	8	3	-2	/	-5
CCc1ccc(NC(=O)CC2C(=O)N(c3cccc(OC)c3)C(=O)N2CCOC)cc1 (centres undefined)	-2	0	1	2	3	7	2	0	-5
CCOC(=O)N1CCC(N2Cc3cccc(C(=O)O)c3C2=O)CC1	4	11	1	-3	3	0	-1	6	1
O=C(CSc1nnc(-c2cccnc2)o1)Oc1ccccc1	-1	-1	5	12	4	-4	1	5	-2
CCOc1ccc(NC(=S)N(Cc2ccc(Cl)cc2)Cc2ccco2)cc1	0	1	-2	-1	2	9	-3	-1	-7
Cc1ccc(N(C)C(=O)n2cnc3ccccc32)cc1	-4	-3	1	-3	4	1	-3	-1	0
CC1=CCC(C(=O)O)C(C(=O)Nc2nc3ccc(S(C)(=O)=O)cc3s2)C1 (centres undefined)	-3	3	13	1	-1	4	-4	0	0
COc1cc2cnc(-c3ccsc3)c(-c3ccc(F)cc3)c2cc1OC	2	-5	-3	-61	-5	5	-3	/	-5
CCOc1ccc(CCNC(=O)Cc2ccc(NC3=NC4CS(=O)(=O)CC4S3)cc2)cc1 (centres undefined)	-5	12	-4	-8	3	-6	2	3	-3
CCn1c(SCC(=O)NC2CCCCC2)nnc1-c1ccccn1	-2	5	-3	2	1	5	-8	-6	-6
Cc1ccc(-c2nnn(CC(=O)N(CC(=O)NC(C)C)c3cnc4ccccc4c3)n2)o1	-2	24	-1	16	-4	-8	-9	1	0
Cc1ccc(-c2noc(-c3ccno3)n2)cc1	0	24	-1	-3	-4	3	0	3	2
Cc1onc(-c2ccccc2)c1CNS(=O)(=O)c1cccc(Cl)c1	3	14	-4	1	2	2	-2	-3	0
Cc1cc(Nc2ccccc2F)n2nc(C)nc2n1	-5	1	-3	-6	-2	12	0	1	-1
Cc1c(N2C(=O)/C(=C\c3ccc(N(C)C)cc3)N(C)C2=S)c(=O)n(-c2ccccc2)n1C	-39	-55	-95	-67	-55	-85	-99	-53	-47
CCOC(=O)c1c(NC(=O)c2c(C(=O)O)cccc2[N+](=O)[O-])sc(C)c1C	12	-3	-7	-1	3	5	-2	-3	-3
COC(=O)c1c(C(=O)OC)c(-c2ccccc2)n2c1CS(=O)C2 (centres undefined)	2	0	3	1	3	3	-2	5	3
Cc1nc(-c2ccc(F)cc2)c(CC(=O)N(C)CC(=O)Nc2ccccc2Cl)s1	1	-2	-2	7	5	7	3	5	-2
CCOC(=O)c1cc(=O)n2[nH]c(-c3ccc(C)cc3)cc2n1	2	6	2	0	3	7	-8	-9	-3
Cn1cc(C(=O)NCc2ccc(F)cc2)c(=O)c2cc(S(=O)(=O)N3CCCCC3)ccc21	2	-1	-6	-7	1	-11	0	-2	-6
CSc1nnc(C)c(/C=C/NOCc2cccc(F)c2)n1	3	0	3	2	3	3	-2	3	-1
Cc1cc(C(=O)CSc2nn(-c3ccccc3)c(=S)s2)c(C)n1Cc1ccco1	-1	15	5	-2	-4	0	-4	-5	-3
O=C(NCc1ccccc1)C1CC(=O)N(C2CCCCCC2)C1 (centres undefined)	2	10	6	1	3	6	-6	3	4
Cc1ccc(-c2csc(NC(=O)c3ccccc3F)c2C(=O)O)cc1	0	8	-7	7	7	13	-3	-12	-2
CC12C(=O)N(c3ccccc3C(=O)O)C(=O)C1C1C=CC2C1 (centres undefined)	0	15	0	0	2	5	-4	4	0
CSc1ccc(/C=C/C(=O)c2ccc(O)cc2)cc1	-2	12	-1	4	-2	3	2	-16	-2
O=C(NC1CCN(C(=O)NCc2ccccc2)CC1)c1ccco1	-5	12	-3	-6	-2	10	-4	-2	0
O=C(Nc1ccc(Cl)cc1)OCc1cn(-c2ccc(Cl)cc2)nn1	-2	-26	-12	-8	-6	2	2	-4	-3
C#CCNc1nc(CC)nc2c1nnn2Cc1ccccc1F	5	0	-4	0	3	10	-2	5	3
CCN1N=C(c2ccccc2)CCC1=O	-13	5	-8	3	0	-2	-3	7	-2
COc1cccc(CNC(=O)CCc2ccc(OC)c(OC)c2)c1	-2	6	2	-2	-3	6	1	-1	0
Fc1ccc(N2N=C(c3cccs3)CC2c2ccccc2)cc1 (centres undefined)	1	-10	1	-4	3	3	-4	6	-3
Cc1ccc(S(=O)(=O)N2CCCCC2)cc1NC(=O)COC(=O)C1CC2C=CC1C2 (centres undefined)	15	-5	3	25	-2	1	-2	2	1
COc1cccc(CN2CCN(Cc3ccc4cccc(F)c4n3)CC2CCO)c1 (centres undefined)	4	36	0	-2	-1	9	4	2	-4
CCn1cc([N+](=O)[O-])c(C(=O)NCc2ccc(Cl)cc2)n1	-7	-11	-3	3	5	4	2	-3	1
CC1=Nc2cc(C(=O)NCC3CCCO3)ccc2Sc2ccc(Br)cc21 (centres undefined)	2	-2	0	-2	6	4	-2	2	-1
Cc1cc(C)n2nc(SCc3c(F)cccc3Cl)nc2n1	4	-8	24	2	-3	-11	1	8	0
Cc1cccc(C)c1NC(=O)C(NC=O)c1ccccc1 (centres undefined)	-3	-5	-3	-10	-1	6	4	-5	-2
CC(=O)c1c(C)[nH]c(C(=O)N2CCN(c3ccc(F)cc3)CC2)c1C	1	21	-4	4	2	-1	-6	1	-27
c1ccc2c(Cn3ccnc3)cccc2c1	0	-3	5	10	-1	4	-1	1	-1
O=C(Nc1cccnc1)NC1CCCCC1	3	3	2	0	4	3	-3	-9	0
CN(C)CCNC(=O)C12CC3(C)CC(C)(CC(C)(C3)C1)C2	0	-67	-4	1	5	1	-1	2	-2
CC(=O)N1CCN(Cc2nc3cc(NC(=O)c4ccccc4C)ccc3n2C)CC1	4	5	5	-10	1	6	0	2	3
O=C(C1CC(=O)N(c2ccc3c(c2)OCCO3)C1)N1CCN(c2cccc(C(F)(F)F)c2)CC1 (centres undefined)	8	22	13	2	3	-2	0	4	3
Cc1cccc(C)c1NC(=O)C(=O)NCC1CCCN1S(=O)(=O)c1ccccc1 (centres undefined)	0	1	-3	-3	5	5	-2	-5	-2
Cc1ccc(/C=C2/SC(=S)N(CCC(=O)N3CCN(C)CC3)C2=O)cc1	-4	32	-5	-1	2	3	-14	19	0
Cn1nnnc1SCC(=O)Nc1nc2ccccc2s1	0	-15	0	7	1	2	-1	-4	-1
COc1ccc(N(CC(=O)N2CCc3ccccc3C2)S(=O)(=O)c2c(C)nn(C)c2C)cc1	2	34	3	-1	-1	4	-2	4	4
O=S(=O)(c1ccc(N2CCOCC2)c(Cl)c1)N1CCOCC1	5	7	5	-8	-2	0	0	0	4
CCOc1ccccc1NC(=O)c1ccc(OCC)c([N+](=O)[O-])c1	0	-1	4	-4	3	-2	-2	3	-3
The results go on.
SMILES	pPAFAH inh	PREPL inh	LYPLA2 inh	PAFAH2 FP inh	PAFAH1B2 FP inh	PAFAH1B3 inh	PAD4 FP inh	GSTO1 counter	LYPLA1 inh
COC(=O)C1=C(C)N(CC(C)C)C(=O)C1	-3	17	6	4	-4	5	-4	12	0
FC(F)(F)c1cccc(Cn2cnc(NC(=S)NCCc3ccccc3)n2)c1	1	6	-1	2	4	12	-4	-7	-2
O=C(O)c1ccc(NC(=O)c2ccccc2NC(=O)c2ccccc2Br)cc1	0	-7	-2	-2	4	5	-2	-2	-2
O=C(CCNC(=O)c1ccc(Cl)cc1)Nc1ncccc1O	5	2	10	17	1	13	-1	9	4
CCCn1c(CCNC(=O)c2ccco2)nc2ccccc21	5	1	2	-2	1	6	-2	1	1
CCC(C)[C@H](NC(=O)NC1CC1)C(=O)O (some centres undefined)	5	10	1	-3	1	-1	-2	5	1
O=C1NC(=O)c2cc(NC(=O)C3CCCCC3)ccc21	-1	-1	-1	-2	0	-2	-2	3	-3
O=C(CC(c1ccccc1)c1ccccc1)Nc1ccncc1	5	-33	-10	-2	5	2	-3	-3	-4
COc1cccc(NC(=O)CC2SC(=Nc3ccccc3)NC2=O)c1 (centres undefined)	2	-3	7	2	-2	4	-3	-1	2
COc1ccc(/C=N/NC(=O)COc2ccc(Cl)cc2Cl)cc1Cn1nc(C)cc1C	-4	-11	-8	-13	-6	1	3	3	-8
CCN1C(=O)C(=O)N(CC(=O)N(C)CC(=O)Nc2ccccc2Cl)C1=O	6	19	6	-3	-6	8	-4	-1	5
CCN(CC)C(=O)CSc1nc(N)c(C(=O)Nc2ccc(OC)cc2)s1	5	11	-6	-1	7	-3	3	6	-3
Nc1nnc(CC(=O)N2CCCCC2)s1	2	13	6	3	1	2	-8	-6	-2
CC(NC(=O)[C@@H](C)NC(=O)[C@@H]1Cc2ccccc2CN1C(=O)OC(C)(C)C)c1ccccc1 (some centres undefined)	1	14	7	-1	12	4	0	3	1
CC(NC(=O)[C@H](Cc1c[nH]c2ccccc12)NC(=O)[C@@H]1Cc2ccccc2CN1)c1ccccc1 (some centres undefined)	1	1	1	2	9	7	-11	5	0

Compound profiles (already shown). Values in the order: pPAFAH inh | PREPL inh | LYPLA2 inh | PAFAH2 FP inh | PAFAH1B2 FP inh | PAFAH1B3 inh | PAD4 FP inh | GSTO1 counter | LYPLA1 inh
Profile of `COc1ccc(/C=N/NC(=O)COc2ccc(Cl)cc2Cl)cc1Cn1nc(C)cc1C` = -4 | -11 | -8 | -13 | -6 | 1 | 3 | 3 | -8
Profile of `Nc1nnc(CC(=O)N2CCCCC2)s1` = 2 | 13 | 6 | 3 | 1 | 2 | -8 | -6 | -2
Profile of `CCC(C)[C@H](NC(=O)NC1CC1)C(=O)O` (some centres undefined) = 5 | 10 | 1 | -3 | 1 | -1 | -2 | 5 | 1

Other entries
SMILES	pPAFAH inh	PREPL inh	LYPLA2 inh	PAFAH2 FP inh	PAFAH1B2 FP inh	PAFAH1B3 inh	PAD4 FP inh	GSTO1 counter	LYPLA1 inh
O=[N+]([O-])c1ccc(Sc2cccc3cccnc23)cc1	5	-3	28*	2	1	1	-2	-6	1
COc1ccc(C(=O)OCC(=O)NC2CC2)cc1S(=O)(=O)N1CCOCC1	1	2	1	52*	4	7	-2	-4	4
CN(C)C(=O)c1ccc(N/C=C(\C=O)c2nc3ccccc3o2)cc1	3	8	0	2	9	10	3	4	-1
CN(C)c1ccc(NC(=O)COC(=O)c2cc(=O)c3ccccc3o2)cc1	8	-3	-5	-2	5	5	0	-1	2
